DDE Tn7 FP inh = inhibitors of Tn7 peptide binding to fibrin DD(E), primary screen, biochemical, fluorescence polarization, human fibrin, Tn7 probe | 370,000 tested, 0.13% active | Fibrinogen beta chain (Homo sapiens), P02675 | FP displacement of FITC-Tn7 peptide from fibrin DD(E); 0% = median of compound wells per plate | inhibition, % at 8.3 µM;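 active means inhibition above the mean of compounds falling within the control limits plus 3 SD of them, cut at about 14% in these data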;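 further: 0% = plate median of compound wells and 100% = 10 µM Aha-Tn7 peptide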
Target sequence (P02675 whole entry, looked up): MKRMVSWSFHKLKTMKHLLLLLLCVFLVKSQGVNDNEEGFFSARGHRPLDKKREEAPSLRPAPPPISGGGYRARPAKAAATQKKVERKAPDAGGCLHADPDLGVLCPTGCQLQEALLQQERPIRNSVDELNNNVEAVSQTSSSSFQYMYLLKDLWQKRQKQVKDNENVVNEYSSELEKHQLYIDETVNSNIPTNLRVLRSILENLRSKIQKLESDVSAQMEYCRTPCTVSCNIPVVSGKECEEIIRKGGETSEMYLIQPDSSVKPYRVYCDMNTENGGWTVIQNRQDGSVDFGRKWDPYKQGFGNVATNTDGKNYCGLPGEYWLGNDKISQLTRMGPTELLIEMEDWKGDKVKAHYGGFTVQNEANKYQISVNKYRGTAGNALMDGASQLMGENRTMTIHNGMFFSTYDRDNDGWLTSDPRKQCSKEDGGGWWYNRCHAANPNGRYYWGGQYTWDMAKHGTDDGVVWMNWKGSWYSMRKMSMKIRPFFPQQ
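Test system – human fibrin DD(E) · Times – 10 min preincubation, 3 h with tracer, room temperature · Detection – fluorescence polarization of the labelled Tn7 tracer · Measure – percent inhibition normalized to high-control wells · Benchmarks – high control wells with 10 µM unlabelled Aha-Tn7 peptide (full inhibition) · Repeats – singlicate testing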
NR1D1 modulator = modulators of Rev-erb alpha DNA binding, primary screen, biochemical, FITC-DNA, fluorescence polarization, uHTS; activity, % at 10 µM; Rev-erbα–FITC-DNA binding, 90 min; Nuclear receptor subfamily 1 group D member 1 (Homo sapiens), P20393; 370,000 tested, 0.79% active;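 active means activity above about 14%, limit read from the data; passing the limit was not always enough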;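 further: 0% = DMSO wells with 35 nM protein and 100% = DMSO wells with 750 nM protein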
PLC-beta3 inh = human PLC-beta3 inhibitors, primary screen, biochemical, fluorescence; Purified PLC-beta3, fluorogenic substrate; inhibition, % at 12.2 µM; 370,000 tested, 0.18% active; AID 720704, 2013; in the data active means inhibition above about 11%;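 further: 0% = median of compound wells on plate and 100% = full blocker control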
ARFGAP1 inh = inhibitors of rat ARFGAP1 GAP activity, primary screen, biochemical, fluorescence polarization, GDP tracer; ADP-ribosylation factor GTPase-activating protein 1 (Rattus norvegicus), Q62848; Arfgap1-stimulated ARF1 GTP hydrolysis, GDP FP detection; inhibition, % at 16.5 µM; 360,000 tested, 0.26% active;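 active means inhibition above a per-plate limit, mean inhibition of low control wells plus 3 SD, cut at about 25% in these data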;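 further: 0% = DMSO wells with enzyme and 100% = wells lacking Arfgap1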
Target sequence (Q62848 1-136 limits assumed): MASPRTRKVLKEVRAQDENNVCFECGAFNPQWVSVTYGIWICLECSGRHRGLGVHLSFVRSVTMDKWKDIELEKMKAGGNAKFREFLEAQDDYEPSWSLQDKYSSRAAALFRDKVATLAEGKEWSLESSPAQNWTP
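Material: rat Arfgap1 GAP domain (His6, aa 1-136), purified enzyme. Also added: human ARF1(Δ1-17)-GTP substrate. Compound dosing: 16.5 µM single point, 1.26% DMSO. Timing: enzyme reaction 120 min at 25 °C after 20 min preincubation. Signal: GDP detection by fluorescence polarization. Read-out basis: percent inhibition of GAP-stimulated GDP formation, scaled between DMSO and no-Arfgap1 medians.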
PLCg1 inh = PLC-gamma1 enzyme inhibitors, primary screen, biochemical, fluorescence, purified enzyme. AID 720700, 2013. 370,000 tested, 0.84% active. fluorogenic substrate. 1-phosphatidylinositol 4,5-bisphosphate phosphodiesterase gamma-1 (Homo sapiens), P19174. inhibition, % at 12.2 µM; in the data active means inhibition above about 9.5%
Tn6 DDE FP = inhibitors of Tn6 peptide binding to fibrin DD(E), primary screen, biochemical, fluorescence polarization, human fibrin, Tn6 probe | 370,000 tested, 0.21% active | inhibition, % at 8.3 µM | Fibrinogen beta chain (Homo sapiens), P02675 | Fibrin DD(E) TRITC-Tn6 fluorescence polarization displacement;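 active means inhibition above a per-campaign cutoff: mean of compounds within control limits plus 3 SD, cut at about 15% in these data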;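 further: 0% = median of all compound wells on the plate and 100% = blocking peptide control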
KLK7 zymogen act = proKLK7 zymogen activators, primary screen, biochemical, fluorescence intensity | Kallikrein-7 (Homo sapiens), P49862 | purified proKLK7, EDANS-DABCYL substrate fluorescence; 100% is mature enzyme control, 0% vehicle | activation, % at 7 µM | 370,000 tested, 0.9% active;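 active means activation above the mean of all tested compounds plus 3 SD, computed per campaign excluding outliers beyond control limits, cut at about 13% in these data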
Target sequence (P49862 whole entry, looked up): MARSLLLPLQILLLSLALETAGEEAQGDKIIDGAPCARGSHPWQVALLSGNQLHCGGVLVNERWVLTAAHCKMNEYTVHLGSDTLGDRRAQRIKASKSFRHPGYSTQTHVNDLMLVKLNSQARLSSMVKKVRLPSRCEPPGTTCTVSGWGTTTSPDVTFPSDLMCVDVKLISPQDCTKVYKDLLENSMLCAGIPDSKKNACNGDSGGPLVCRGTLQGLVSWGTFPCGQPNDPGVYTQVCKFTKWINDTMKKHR
ASAP1 GAP inh = inhibitors of human ASAP1 ArfGAP activity, primary screen, biochemical, fluorescence polarization; Arf-GAP with SH3 domain, ANK repeat and PH domain-containing protein 1 (Homo sapiens), …; ASAP1-stimulated ARF1 GTP hydrolysis, GDP FP detection; inhibition, % at 16.5 µM; 360,000 tested, 0.19% active; AID 624377, 2012; in the data active means inhibition above about 25%;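 further: 0% = vehicle with enzyme and substrate and 100% = no enzyme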
UHRF1 binding = UHRF1 methylated DNA binding inhibitors, primary screen, counter-screen for MBD2 inhibitor project, biochemical, TR-FRET, human UHRF1, single concentration | E3 ubiquitin-protein ligase UHRF1 (Homo sapiens), Q96T88 | 370,000 tested, 0.75% active | AID 687016, 2013 | UHRF1 binding to methylated oligo | inhibition, % at 4.4 µM; in the data active means inhibition above about 21%;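 further: UHRF1 SRA domain binding a hemimethylated CpG hairpin DNA probe; 0% = median of test compound wells and 100% = reference inhibitor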
HGIII-sPLA2 inh = human group III sPLA2 inhibitors, primary screen, biochemical, QFRET, BODIPY PC-A2 liposome substrate; Group 3 secretory phospholipase A2 (Homo sapiens), Q9NZ20; QFRET BODIPY PC-A2 liposome hydrolysis, fluorescence; inhibition, % at 12.2 µM; 370,000 tested, 0.56% active;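 active means inhibition above mean plus 3 SD of compounds lying within the high and low control bounds, cut at about 19% in these data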;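 further: 0% = median of test compound wells and 100% = no enzyme DMSO wells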
Starred values were filed as active, the others as inactive; i = inactive; nt = not tested or not shown. Compounds as they come; 4.5% or so of the library scored in one or more.

SMILES | DDE Tn7 FP inh | NR1D1 modulator | PLC-beta3 inh | ARFGAP1 inh | PLCg1 inh | Tn6 DDE FP | KLK7 zymogen act | ASAP1 GAP inh | UHRF1 binding | HGIII-sPLA2 inh
COCC(=O)Nc1ccc(N2CCCC2)c(S(=O)(=O)Nc2ccccc2OC)c1 | 3 | 1 | -10 | 0 | -3 | 5 | 0.1 | 1 | 5 | 2
C#CCOCCOCCOCCNc1nc(N2CCN(C(=O)[C@H](C(C)C)n3cc(CCO)nn3)CC2)nc(N2CCN(C(=O)[C@H](CCCCN)n3cc(CCCC)nn3)CC2)n1 | -5 | 2 | 3 | -7 | -2 | -4 | 0.8 | -2 | 13 | -8
Cc1ccc(NC(=O)CN(C)S(=O)(=O)c2ccc3c(c2)n(C)c(=O)c(=O)n3C)c(C)c1 | 6 | -3 | -6 | -5 | -6 | 1 | -0.5 | -11 | -3 | 4
C=CCOc1ccc(CNc2ccc(NC(=O)CC(C)C)cc2)cc1OC | 0 | -2 | 1 | -13 | 0 | 6 | 0.3 | 4 | -2 | 11
NC(=O)c1ccc(NC(=O)c2cccc3c2OCCCO3)cc1 | 0 | -1 | -4 | -12 | 1 | 1 | 0.1 | -8 | -2 | 2
Cc1c(-c2ccccc2)sc2nc[nH]c(=S)c12 | 1 | 10 | 0 | -5 | 9 | -6 | -0.6 | 1 | 4 | 9
COc1ccc(CC(=O)Nc2cccc(-c3ccc4nncn4n3)c2)cc1OC | 8 | -1 | -5 | 18 | 2 | 7 | -0.1 | -4 | 4 | 5
CN(Cc1cccnc1)C(=O)c1cc(S(=O)(=O)Nc2ccccc2F)ccc1Cl | -2 | -6 | -4 | 8 | 9 | -2 | -0.1 | -6 | 4 | 7
CC1CCN(CCCNC(=O)c2cc3c(=O)n(C)c4ccccc4c3n2C)CC1 | 2 | 0 | -5 | -4 | -4 | 1 | 0.3 | 9 | 4 | 5
CC1Cc2ccccc2N1C(=O)CO/N=C/c1ccccc1OC(F)F (centres undefined) | 0 | 0 | 5 | 11 | 7 | 8 | -0.2 | 7 | -1 | -17
CCC(C)CCCCNC1=NCCS1 (centres undefined) | -3 | -2 | -3 | 5 | 1 | 7 | -0.5 | -2 | -2 | 5
CCNC(=S)NC1CC2CCCC(C1)N2Cc1ccc(C)cc1 (centres undefined) | -4 | -5 | -1 | 5 | 3 | 0 | -0.4 | 0 | -2 | 14
CCCOc1cccc(C2C(C(=O)c3ccco3)=C(O)C(=O)N2CCN(CC)CC)c1 (centres undefined) | 2 | 0 | -4 | -2 | -4 | 0 | 0.5 | -24 | -2 | -5
O=C1C=C(c2ccccc2)C(=O)N1Nc1ccccc1 | -4 | -2 | -3 | -5 | -5 | 5 | 0.3 | -4 | -3 | -7
Cc1nn(CCCC(=O)NCc2ccc(F)cc2)c(C)c1[N+](=O)[O-] | 0 | -2 | -2 | -6 | 2 | -1 | 0.3 | 4 | 1 | 1
CCOC(=O)C1(Cc2ccccc2C(F)(F)F)CCN(Cc2ccon2)CC1 | 10 | -2 | -4 | 6 | 0 | -5 | -0.4 | -16 | 0 | -2
O=C(NCc1nc2ccccc2[nH]1)C1=C[C@@H](c2ccccc2)C[C@@H](OCc2ccc(CO)cc2)O1 | 11 | 1 | -8 | 3 | -4 | -5 | 1.2 | -5 | -1 | -38
COc1ccc(C(=O)Oc2c(C)occc2=O)cc1OC | 8 | 6 | -1 | 1 | -1 | 11 | -0.2 | 9 | 0 | 4
COC(=O)C1CN(Cc2cn(Cc3ccc(C)cc3)nn2)CCS(=O)(=O)N1Cc1ccc(F)cc1 (centres undefined) | -1 | -8 | 1 | nt | 1 | -7 | 0.2 | nt | 11 | -11
O=C1OC(c2ccc3ccccc3c2O)(c2ccc3ccccc3c2O)c2ccccc21 | -2 | -5 | -16 | 12 | -11 | -9 | -1.8 | 6 | -3 | -38
CCCC(=O)Nc1ccccc1-c1nnc(SCC)[nH]c1=O | 1 | -2 | -6 | 0 | 2 | -5 | 0.7 | -5 | 0 | -4
CC(=O)Nc1c(-c2ccc(Cl)cc2)c(=O)c2ccccc2n1C | 2 | 3 | -9 | -6 | -2 | -1 | 0.0 | -1 | 2 | 15
O=C(CN1C(=O)NC2(CCCCC2)C1=O)N1CCN(S(=O)(=O)c2ccccc2)CC1 | -5 | 3 | 2 | 1 | 3 | -10 | -0.3 | 13 | 2 | 3
CCOc1c(C)cnc2c1c(=O)n(Cc1cccc(Cl)c1)c(=O)n2C | 7 | 4 | -11 | -1 | 1 | 2 | 0.3 | -11 | -3 | 0

8 entries already listed, sorted by molecular weight, low to high.
SMILES | DDE Tn7 FP inh | NR1D1 modulator | PLC-beta3 inh | ARFGAP1 inh | PLCg1 inh | Tn6 DDE FP | KLK7 zymogen act | ASAP1 GAP inh | UHRF1 binding | HGIII-sPLA2 inh
CCC(C)CCCCNC1=NCCS1 (centres undefined) | -3 | -2 | -3 | 5 | 1 | 7 | -0.5 | -2 | -2 | 5
CC1Cc2ccccc2N1C(=O)CO/N=C/c1ccccc1OC(F)F (centres undefined) | 0 | 0 | 5 | 11 | 7 | 8 | -0.2 | 7 | -1 | -17
COc1ccc(CC(=O)Nc2cccc(-c3ccc4nncn4n3)c2)cc1OC | 8 | -1 | -5 | 18 | 2 | 7 | -0.1 | -4 | 4 | 5
CC1CCN(CCCNC(=O)c2cc3c(=O)n(C)c4ccccc4c3n2C)CC1 | 2 | 0 | -5 | -4 | -4 | 1 | 0.3 | 9 | 4 | 5
O=C1OC(c2ccc3ccccc3c2O)(c2ccc3ccccc3c2O)c2ccccc21 | -2 | -5 | -16 | 12 | -11 | -9 | -1.8 | 6 | -3 | -38
CCCOc1cccc(C2C(C(=O)c3ccco3)=C(O)C(=O)N2CCN(CC)CC)c1 (centres undefined) | 2 | 0 | -4 | -2 | -4 | 0 | 0.5 | -24 | -2 | -5
O=C(CN1C(=O)NC2(CCCCC2)C1=O)N1CCN(S(=O)(=O)c2ccccc2)CC1 | -5 | 3 | 2 | 1 | 3 | -10 | -0.3 | 13 | 2 | 3
C#CCOCCOCCOCCNc1nc(N2CCN(C(=O)[C@H](C(C)C)n3cc(CCO)nn3)CC2)nc(N2CCN(C(=O)[C@H](CCCCN)n3cc(CCCC)nn3)CC2)n1 | -5 | 2 | 3 | -7 | -2 | -4 | 0.8 | -2 | 13 | -8

Additional compounds:
SMILES | DDE Tn7 FP inh | NR1D1 modulator | PLC-beta3 inh | ARFGAP1 inh | PLCg1 inh | Tn6 DDE FP | KLK7 zymogen act | ASAP1 GAP inh | UHRF1 binding | HGIII-sPLA2 inh
Cc1ccc(-n2nc3c(=O)n(CC(=O)NCCc4ccc(Cl)cc4)nc(C)c3c2C)cc1 | -2 | 2 | -3 | 5 | 5 | 0 | 0.7 | 8 | 1 | 2
O=C(N/N=C/c1ccc(Br)s1)c1cccc([N+](=O)[O-])c1 | 3 | -22 | 2 | 1 | -1 | -1 | 0.7 | 0 | -5 | -1
CCN1C(=O)[C@@H]2[C@@H](c3ccc(-c4cc(C(C)=O)cs4)cc3)N3CCC[C@@]3(C(=O)OC)[C@@H]2C1=O | -5 | 0 | -19 | 5 | -15 | -8 | -0.1 | -1 | -1 | -5
O=[N+]([O-])c1ccc(CSc2ccc(S(=O)(=O)N3CCOCC3)cn2)cc1 | -5 | 2 | -5 | 2 | 4 | -1 | -0.8 | 6 | -1 | -2
N#CC1=C(N)Oc2c(sc3ccccc23)C1c1ccco1 (centres undefined) | -2 | 1 | -175 | 0 | -154 | 4 | 15* | 9 | -13 | -1
O=C(NCc1cccc(C(F)(F)F)c1)c1csc([C@@H]2C[C@H](O)[C@@H](CO)O2)n1 | -1 | 4 | 2 | -11 | 1 | 8 | 0.4 | 19 | -1 | 0
CCn1c(=O)c(CCC(=O)N2CCN(c3ccccn3)CC2)c(C)c2c(C)nn(-c3ccccc3)c21 | 0 | -1 | -2 | -1 | 1 | -1 | -0.1 | -5 | 5 | 6
CN(C(=O)CN1C(=O)c2ccc([N+](=O)[O-])cc2C1=O)C1CCCCC1 | 2 | 4 | 0 | 2 | 2 | -5 | -0.2 | 5 | 1 | 3
O=S(=O)(c1ccc(SCCOc2ccccc2)nc1)N1CCCC1 | -8 | -2 | -6 | 6 | 3 | -8 | 0.6 | -25 | -1 | -6
O=C(Nc1nc2ccccc2[nH]1)C1CCN(C(=O)c2ccc(F)cc2)CC1 | -6 | 2 | -19 | 7 | -14 | 0 | -0.7 | -7 | -1 | 3
O=C(Nc1ccccc1)Nn1cnnc1 | -2 | 3 | -1 | -5 | -2 | -4 | 0.2 | 12 | -2 | 0
CCCCNC(=O)c1ccc2c(c1)C(=O)N(Cc1ccncc1)C2=O | 2 | 5 | -3 | 8 | 2 | -5 | 0.3 | -6 | 2 | 1
CC1C(=O)CC2C3(C)CCC2(C(C)C(=O)O)C(=O)C13 (centres undefined) | -9 | -4 | 2 | 0 | 2 | -7 | -0.2 | 4 | -1 | 3
CN1CCN(Cc2c(O)ccc3cc(-c4ccccn4)c(=O)oc23)CC1 | 0 | -2 | i | -3 | i | -7 | 67* | 3 | -4 | 3
O=C(CCCN1C(=O)/C(=C/c2cccc(Br)c2)SC1=S)Nc1ccccn1 | 4 | -5 | -3 | -1 | -3 | 0 | -0.1 | 5 | -4 | -3
Cc1ccc(S(=O)(=O)N2CCC(C(=O)N3CCCC(C(F)(F)F)C3)CC2)cc1C (centres undefined) | -1 | -2 | 0 | -12 | 2 | 5 | 0.6 | -5 | 1 | -5
CCOc1ccc2[nH]c(=O)c(CN(Cc3nnnn3Cc3ccco3)C3CCCCC3)cc2c1 | 0 | -7 | -60 | -2 | -51 | 0 | 3.0 | -17 | 0 | -15
CCN(CC)CCCN(Cc1cc2cc3c(cc2[nH]c1=O)OCO3)C(=S)NCCCN(C)C | -6 | 0 | -31 | 8 | -24 | 0 | 3.1 | 6 | 6 | 3

Screening data deposited in PubChem by several laboratories.
